CHRM1 PAM – human M1 muscarinic receptor positive allosteric modulators, primary screen, CHO-K1 cells, Fluo-8 calcium fluorescence, 1536-well. activation, % at 3 µM. AID 588819, 2011. hit rate 0.088% among 360,000. CHO-K1 hM1, ACh EC20; 0% = ACh EC20, 100% = maximal ACh. Muscarinic acetylcholine receptor M1 (Homo sapiens), P11229; in the data active = activation above about 19%, passing the limit was not always enough
Target sequence (P11229 whole entry, looked up): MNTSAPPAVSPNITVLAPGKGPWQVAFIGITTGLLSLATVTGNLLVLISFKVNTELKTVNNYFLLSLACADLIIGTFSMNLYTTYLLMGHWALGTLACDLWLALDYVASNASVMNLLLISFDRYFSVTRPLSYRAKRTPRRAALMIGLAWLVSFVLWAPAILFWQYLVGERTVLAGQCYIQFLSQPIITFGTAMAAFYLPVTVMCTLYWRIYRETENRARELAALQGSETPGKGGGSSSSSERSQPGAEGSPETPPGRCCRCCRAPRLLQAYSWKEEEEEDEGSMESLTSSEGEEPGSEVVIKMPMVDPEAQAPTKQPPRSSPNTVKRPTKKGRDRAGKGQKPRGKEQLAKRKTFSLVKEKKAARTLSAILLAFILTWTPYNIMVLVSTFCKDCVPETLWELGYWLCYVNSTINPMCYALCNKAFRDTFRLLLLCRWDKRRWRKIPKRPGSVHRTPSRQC
M1 ag parental – counter-screen for M1 agonists: effect in parental CHO-K1 cells | Fluo-8 calcium fluorescence; scaled to maximal ATP response, vehicle zero | activation, % at 3 µM | hit rate 0.48% among 360,000 | AID 602248, 2012; in the data active = activation above about 15%;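 note: untransfected CHO-K1 host cells lacking M1 receptor as counterscreen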
CHO parental Ca – ATP-evoked calcium signal inhibitors, parental CHO, primary screen, counter-screen for OX1R antagonist project, cell-based, fluorescence, Fluo-8 calcium dye; parental CHO-K1, ATP-induced calcium, Fluo-8 fluorescence; inhibition, % at 5.6 µM; hit rate 0.63% among 330,000;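 active = inhibition above that plate's mean sample inhibition plus 3 SD, cut at about 26% in these data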;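 note: 0% = ATP-challenged DMSO wells and 100% = DMSO wells without ATP; some compounds past the cut are filed as inactive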
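Material: parental CHO cells / Compound: single nominal dose of 5.6 µM per compound / Signal: Fluo-8 fluorescence / Replicates: singlicate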
OXTR potentiator – human OXTR potentiators, primary screen, fluorescence, CHO-OTR cells, Fluo-8 calcium; hit rate 0.061% among 320,000; AID 2445, 2010; activation, % at 3 µM; Fluo-8 calcium fluorescence, potentiator mode; 0% = oxytocin EC15, 100% = EC100;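 active = activation above that plate's cutoff, the mean activation of tested compounds plus 3 SD, cut at about 6.6% in these data, passing the limit was not always enough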;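 note: 100% uses oxytocin at 75 nM as the full agonist control; some results filed as inactive read as strong as hits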
Target sequence (P30559 whole entry, looked up): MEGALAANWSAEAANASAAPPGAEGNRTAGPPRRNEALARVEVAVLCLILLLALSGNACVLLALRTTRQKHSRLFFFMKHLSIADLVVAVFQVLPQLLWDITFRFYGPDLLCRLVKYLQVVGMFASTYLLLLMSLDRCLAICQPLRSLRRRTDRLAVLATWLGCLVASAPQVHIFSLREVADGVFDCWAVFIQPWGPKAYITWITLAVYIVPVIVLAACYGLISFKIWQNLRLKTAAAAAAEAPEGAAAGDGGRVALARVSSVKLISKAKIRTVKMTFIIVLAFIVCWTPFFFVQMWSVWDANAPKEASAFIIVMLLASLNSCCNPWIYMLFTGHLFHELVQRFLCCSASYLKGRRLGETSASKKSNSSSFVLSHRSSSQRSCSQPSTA
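Assay system: CHO cell line stably expressing human OTR | Also added: Oxytocin at about EC15, sub-maximal agonist stimulus | Times: Compound 6 min at room temperature before oxytocin, 100 s read | Measured by: Fluo-8 intracellular calcium fluorescence, ex 470-495, em 515-575 nm | Controls: EC15 oxytocin alone as 0%, 75 nM oxytocin as 100%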
CHRM1 antagonist – human M1 muscarinic receptor antagonists, primary screen, CHO-K1 cells, Fluo-8 calcium fluorescence, 1536-well | Muscarinic acetylcholine receptor M1 (Homo sapiens), P11229 | CHO-K1 hM1, ACh EC80 antagonist | inhibition, % at 3 µM | hit rate 1.3% among 360,000 | AID 588852, 2011;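 active = percent inhibition above its own plate's cutoff, namely the mean of that plate's compound wells plus 3 SD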;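 note: peak over basal fluorescence ratio during 140 s after agonist addition; 0% = ACh EC80 plus DMSO and 100% = DMSO alone without agonist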
CHRM1 agonist – human M1 muscarinic receptor agonists, primary screen, Fluo-8 calcium fluorescence, CHO-K1 cells, HTS; CHO-K1 hM1, agonist mode; 0% DMSO, 100% acetylcholine EC100; activation, % at 3 µM; AID 588814, 2011; hit rate 0.33% among 360,000; Muscarinic acetylcholine receptor M1 (Homo sapiens), P11229;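 active = activation above the run's mean compound activation plus 3 SD, cut at about 16% in these data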;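 note: peak over basal fluorescence ratio within a 140 s kinetic read after compound addition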
M4 antag – human M4 muscarinic receptor antagonists, primary screen, CHO cells, Fluo-8 calcium fluorescence. Muscarinic acetylcholine receptor M4 (Homo sapiens), P08173. hit rate 0.73% among 360,000. inhibition, % at 3 µM. CHO-hM4 cells, ACh EC80. AID 624125, 2012;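 active = inhibition above its plate's cutoff, the mean inhibition of sample wells plus 3 SD, cut at about 27% in these data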;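 note: 0% = acetylcholine EC80 with DMSO and 100% = DMSO without agonist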
M4 ag – human M4 muscarinic receptor agonists, primary screen, CHO-K1 cells, Fluo-8 calcium fluorescence | Muscarinic acetylcholine receptor M4 (Homo sapiens), P08173 | CHO-K1 hM4/Gqi5; vehicle 0%, full acetylcholine response 100% | activation, % at 3 µM | hit rate 0.14% among 360,000;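 active = activation above the run mean over all test wells plus 3 SD, cut at about 32% in these data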;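 note: peak over basal fluorescence ratio per well then scaled between controls; 0% = DMSO wells and 100% = acetylcholine at EC100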
CHO-K1 Ca antag – counter-screen for M1 antagonists: effect in parental CHO-K1 cells; inhibition, % at 3 µM; ATP-induced calcium, Fluo-8 fluorescence; hit rate 0.6% among 360,000;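 active = inhibition above a per-plate cutoff, the plate's mean sample inhibition plus 3 SD, cut at about 24% in these data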;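 note: 0% = DMSO plus EC80 ATP and 100% = DMSO alone without ATP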
Active calls of the source: *.

What do the screens show for `CC(=O)c1cccc(NC(=O)COC(=O)C2CCCN2C(=O)c2cccs2)c1` (stereo not given)?
CHRM1 PAM: 3; M1 ag parental: 0.3; CHO parental Ca: -10; OXTR potentiator: -2; CHRM1 antagonist: -2; CHRM1 agonist: 1; M4 antag: -3; M4 ag: 10; CHO-K1 Ca antag: 7

How did N#CC1=C(SCC(=O)Nc2ccccc2)NC(=O)CC1c1ccco1 (stereo not given) do in these assays?
CHRM1 PAM: 8; M1 ag parental: 2.5; CHO parental Ca: -3; OXTR potentiator: -7; CHRM1 antagonist: -11; CHRM1 agonist: 1; M4 antag: -7; M4 ag: 4; CHO-K1 Ca antag: -15

How did CCN(CC)c1ccc(NC(=O)c2cc(OC)cc(OC)c2)c(C)c1 do in these assays?
CHRM1 PAM: -4; M1 ag parental: 4.2; CHO parental Ca: -10; OXTR potentiator: -11; CHRM1 antagonist: 3; CHRM1 agonist: -6; M4 antag: 11; M4 ag: -1; CHO-K1 Ca antag: 6

How did COc1cc2c(cc1OC)/C(=C/c1ccc(Cl)cc1)C(=O)OC2 do in these assays?
CHRM1 PAM: 2; M1 ag parental: 2.8; CHO parental Ca: -18; OXTR potentiator: -2; CHRM1 antagonist: 1; CHRM1 agonist: -11; M4 antag: 2; M4 ag: 4; CHO-K1 Ca antag: -7

Results for Nc1nccnc1C(=O)OCC(=O)NCCc1ccc(S(N)(=O)=O)cc1 ?
CHRM1 PAM: 3; M1 ag parental: 0.1; CHO parental Ca: 11; OXTR potentiator: -3; CHRM1 antagonist: -9; CHRM1 agonist: -3; M4 antag: -20; M4 ag: 0; CHO-K1 Ca antag: 2

How did O=C(/C=C/c1cccc([N+](=O)[O-])c1)NCCSCc1ccccc1Cl do in these assays?
CHRM1 PAM: -7; M1 ag parental: 2.1; CHO parental Ca: -18; OXTR potentiator: -5; CHRM1 antagonist: 7; CHRM1 agonist: -10; M4 antag: -1; M4 ag: 6; CHO-K1 Ca antag: -5

Results for CC(C)(C)c1ccc(NC(=O)c2c(F)cccc2Cl)cc1 ?
CHRM1 PAM: 7; M1 ag parental: 0.4; CHO parental Ca: -17; OXTR potentiator: -10; CHRM1 antagonist: -2; CHRM1 agonist: -8; M4 antag: -10; M4 ag: -1; CHO-K1 Ca antag: -10

What do the screens show for `CCOC(=O)c1c(C)[nH]c(C(=O)N2CCN(c3ccc(OC)cc3)CC2)c1C`?
CHRM1 PAM: 3; M1 ag parental: 1.7; CHO parental Ca: -10; OXTR potentiator: 0; CHRM1 antagonist: -3; CHRM1 agonist: -9; M4 antag: -16; M4 ag: 4; CHO-K1 Ca antag: -12

What do the screens show for `OCCC1CN(Cc2ccc(-c3ccco3)cc2)CCN1Cc1ccsc1` (stereo not given)?
CHRM1 PAM: -19; M1 ag parental: 1.8; CHO parental Ca: -20; OXTR potentiator: -5; CHRM1 antagonist: 27; CHRM1 agonist: -8; M4 antag: 6; M4 ag: 3; CHO-K1 Ca antag: -16

Results for O=C1Nc2ccccc2/C1=C/c1ccnc2ccccc12 ?
CHRM1 PAM: 2; M1 ag parental: 3.2; CHO parental Ca: -20; OXTR potentiator: -6; CHRM1 antagonist: -5; CHRM1 agonist: -2; M4 antag: -1; M4 ag: 3; CHO-K1 Ca antag: -18

How did O=C(COc1ccc(Br)cc1)NC(=S)Nc1ccccc1N1CCOCC1 do in these assays?
CHRM1 PAM: 5; M1 ag parental: 0.1; CHO parental Ca: -44; OXTR potentiator: -5; CHRM1 antagonist: -8; CHRM1 agonist: -1; M4 antag: -14; M4 ag: 2; CHO-K1 Ca antag: -8

What do the screens show for `CC1CCc2c(sc(NC(=O)c3ccco3)c2C(=O)O)C1` (stereo not given)?
CHRM1 PAM: 10; M1 ag parental: 0.0; CHO parental Ca: -17; OXTR potentiator: -2; CHRM1 antagonist: -3; CHRM1 agonist: -8; M4 antag: 3; M4 ag: 0; CHO-K1 Ca antag: -10

Two consecutive entries from above, for reference:
What do the screens show for `CC(=O)c1cccc(NC(=O)COC(=O)C2CCCN2C(=O)c2cccs2)c1` (stereo not given)?
CHRM1 PAM: 3; M1 ag parental: 0.3; CHO parental Ca: -10; OXTR potentiator: -2; CHRM1 antagonist: -2; CHRM1 agonist: 1; M4 antag: -3; M4 ag: 10; CHO-K1 Ca antag: 7

How did N#CC1=C(SCC(=O)Nc2ccccc2)NC(=O)CC1c1ccco1 (stereo not given) do in these assays?
CHRM1 PAM: 8; M1 ag parental: 2.5; CHO parental Ca: -3; OXTR potentiator: -7; CHRM1 antagonist: -11; CHRM1 agonist: 1; M4 antag: -7; M4 ag: 4; CHO-K1 Ca antag: -15

The listing picks up, starting two compounds before the break.
How did O=C(COc1ccc(Br)cc1)NC(=S)Nc1ccccc1N1CCOCC1 do in these assays?
CHRM1 PAM: 5; M1 ag parental: 0.1; CHO parental Ca: -44; OXTR potentiator: -5; CHRM1 antagonist: -8; CHRM1 agonist: -1; M4 antag: -14; M4 ag: 2; CHO-K1 Ca antag: -8

What do the screens show for `CC1CCc2c(sc(NC(=O)c3ccco3)c2C(=O)O)C1` (stereo not given)?
CHRM1 PAM: 10; M1 ag parental: 0.0; CHO parental Ca: -17; OXTR potentiator: -2; CHRM1 antagonist: -3; CHRM1 agonist: -8; M4 antag: 3; M4 ag: 0; CHO-K1 Ca antag: -10

What do the screens show for `Cc1ccc(-n2nnnc2SCC(=O)NC(C(=O)O)(c2ccccc2)c2ccccc2)cc1C`?
CHRM1 PAM: 14; M1 ag parental: -0.2; CHO parental Ca: -14; OXTR potentiator: -6; CHRM1 antagonist: -4; CHRM1 agonist: -7; M4 antag: -4; M4 ag: 0; CHO-K1 Ca antag: -4

What do the screens show for `Cc1ccc(/C=N/NC(=O)c2sccc2OCc2ccc(F)cc2)cc1`?
CHRM1 PAM: 11; M1 ag parental: 0.3; CHO parental Ca: -16; OXTR potentiator: -2; CHRM1 antagonist: -12; CHRM1 agonist: 0; M4 antag: 12; M4 ag: -1; CHO-K1 Ca antag: -11

Results for Cc1ccc(Cl)cc1NC(=O)C(Cc1ccccc1)N1C(=O)C2C3CCC(C3)C2C1=O (stereo not given) ?
CHRM1 PAM: -1; M1 ag parental: 1.2; CHO parental Ca: -22; OXTR potentiator: -7; CHRM1 antagonist: -6; CHRM1 agonist: -4; M4 antag: -1; M4 ag: 4; CHO-K1 Ca antag: 11

How did COC(=O)c1sccc1NC(=O)c1csc2c1CCCC2 do in these assays?
CHRM1 PAM: 3; M1 ag parental: 0.5; CHO parental Ca: -16; OXTR potentiator: -6; CHRM1 antagonist: -5; CHRM1 agonist: -6; M4 antag: -5; M4 ag: -2; CHO-K1 Ca antag: -16

Results for Cc1nc(-c2ccc(C#N)cc2)cs1 ?
CHRM1 PAM: 4; M1 ag parental: 0.3; CHO parental Ca: -5; OXTR potentiator: -2; CHRM1 antagonist: -6; CHRM1 agonist: -4; M4 antag: -17; M4 ag: 0; CHO-K1 Ca antag: -10

Results for COc1ccc([N+](=O)[O-])cc1N1C(=O)c2cccc3cccc(c23)C1=O ?
CHRM1 PAM: 9; M1 ag parental: 1.1; CHO parental Ca: -2; OXTR potentiator: -6; CHRM1 antagonist: -7; CHRM1 agonist: -7; M4 antag: -3; M4 ag: 1; CHO-K1 Ca antag: -21

Results for CSc1ccc(CNC(=O)C(C)n2nc(C)c3c(C)n(-c4ccccc4)nc3c2=O)cc1 (stereo not given) ?
CHRM1 PAM: -10; M1 ag parental: 1.6; CHO parental Ca: -33; OXTR potentiator: -3; CHRM1 antagonist: 6; CHRM1 agonist: -4; M4 antag: -3; M4 ag: 5; CHO-K1 Ca antag: -12

How did CC(=O)Nc1ccc(NC(=S)NC(=O)c2oc3ccccc3c2C)cc1 do in these assays?
CHRM1 PAM: 10; M1 ag parental: 2.6; CHO parental Ca: -14; OXTR potentiator: -6; CHRM1 antagonist: -6; CHRM1 agonist: -4; M4 antag: 3; M4 ag: 0; CHO-K1 Ca antag: -9

What do the screens show for `Cc1c(C(=O)O)sc2nc(/C=C/c3cccc(F)c3)[nH]c(=O)c12`?
CHRM1 PAM: 7; M1 ag parental: 0.5; CHO parental Ca: -7; OXTR potentiator: -14; CHRM1 antagonist: -5; CHRM1 agonist: -5; M4 antag: 0; M4 ag: 1; CHO-K1 Ca antag: -4

Results for COc1ccc(CC(=O)N2CCCc3ccccc32)cc1OC ?
CHRM1 PAM: 16; M1 ag parental: -0.8; CHO parental Ca: -24; OXTR potentiator: -17; CHRM1 antagonist: -24; CHRM1 agonist: -7; M4 antag: -13; M4 ag: 0; CHO-K1 Ca antag: -3

How did CCOC(=O)c1c(S(=O)(=O)Nc2ccc(CN3CCC(C)CC3)cc2)c(C)n(C)c1C do in these assays?
CHRM1 PAM: -5; M1 ag parental: 0.8; CHO parental Ca: -22; OXTR potentiator: 0; CHRM1 antagonist: 10; CHRM1 agonist: -5; M4 antag: -9; M4 ag: 1; CHO-K1 Ca antag: -7

What do the screens show for `Cc1cc(C)c2nc(N)sc2c1`?
CHRM1 PAM: -3; M1 ag parental: 0.2; CHO parental Ca: -1; OXTR potentiator: 2; CHRM1 antagonist: 8; CHRM1 agonist: -2; M4 antag: 5; M4 ag: 0; CHO-K1 Ca antag: -1

What do the screens show for `Cc1ccc2nc(SCC(=O)Nc3nonc3C)[nH]c2c1`?
CHRM1 PAM: 2; M1 ag parental: 2.6; CHO parental Ca: -14; OXTR potentiator: -8; CHRM1 antagonist: 0; CHRM1 agonist: -3; M4 antag: 7; M4 ag: 1; CHO-K1 Ca antag: -13

How did CCc1cc2c(NCc3ccco3)ncnc2s1 do in these assays?
CHRM1 PAM: 7; M1 ag parental: 1.9; CHO parental Ca: -6; OXTR potentiator: -18; CHRM1 antagonist: -10; CHRM1 agonist: 1; M4 antag: 6; M4 ag: 7; CHO-K1 Ca antag: 8

Results for COc1cc(OC)cc(C(=O)OCC(=O)Nc2cccc(C(C)=O)c2)c1 ?
CHRM1 PAM: 1; M1 ag parental: 3.9; CHO parental Ca: -19; OXTR potentiator: -11; CHRM1 antagonist: -1; CHRM1 agonist: -3; M4 antag: -21; M4 ag: 5; CHO-K1 Ca antag: -7

Compound activity deposited in PubChem BioAssay by The Scripps Research Institute Molecular Screening Center.
